# mABHD4 FP: inhibitors of mouse ABHD4; Q8VD66; purified mABHD4, FP-Rh probe fluorescence polarization; inhibition, % at 8.92 µM; 370,000 tested, 0.54% active; AID 720543;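 active means inhibition exceeding the mean over every tested compound plus 3 SD, cut at about 30% in these data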;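 further: 0% = plate median of compound wells and 100% = S159A mutant with DMSO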
#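 Doses – 8.92 µM, single dose · Material – wild-type mouse ABHD4 protein · Replication – single well per compound (singlicate) · Measure – percent inhibition of probe binding, normalized to plate controls · Schedule – 45 min compound pre-incubation plus 60 min probe step, 25 °C · Detection – fluorescence polarization with parallel and perpendicular emission, 525/598 nm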
# GC-B act: GC-B (human) receptor activation; P20594; HEK293-GC-B cells, CNP EC30, cGMP TR-FRET; 0% at EC30 CNP, 100% saturating CNP; 370,000 tested, 0.11% active; activation, % at 10 µM;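 active means activation at 10 µM reaching about 35% in either raw or pattern-adjusted values, limit read from the data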
# rCAG binder: molecules binding r(CAG) RNA repeats. r(CAG) RNA repeat, TO-PRO-1 dye displacement fluorescence. inhibition, % at 3 µM. 370,000 tested, 1.3% active. AID 651821;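 active means inhibition above the plate cutoff, the mean of all test compounds on that plate plus 3 SD, cut at about 35% in these data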;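 further: 0% = DMSO alone and 100% = 100 µM mitoxantrone as full dye displacement; higher means more dye released from RNA so lower well fluorescence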
# UHRF1 binding: UHRF1 methyl-DNA binding inhibition | inhibition, % at 4.4 µM | Q96T88 | 370,000 tested, 0.75% active | UHRF1 binding to methylated oligo, TR-FRET; in the data active means inhibition above about 21%;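 further: UHRF1 SRA domain binding a hemimethylated CpG hairpin DNA probe; 0% = median of test compound wells and 100% = reference inhibitor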
# GC-A act: GC-A (human) enzyme activation; AID 1671463; P16066; HEK293 GC-A cells, cGMP TR-FRET, EC30 ANP; 0% at EC30 ANP, 100% saturating ANP; activation, % at 10 µM; 370,000 tested, 0.14% active; in the data active means activation above about 40%
# HTRA1 inh: HTRA1 (human) protease inhibition; recombinant HTRA1, FP-rhodamine activity-based probe, fluorescence polarization; inhibition, % at 5.96 µM; AID 504803; Q92743; 340,000 tested, 0.5% active; in the data active means inhibition above about 36%;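 further: 0% = enzyme with DMSO and 100% = wells lacking enzyme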
# TCR-CD3 inh: blocks the human TCR-CD3 interaction; inhibition, % at 9.4 µM; TAMRA-labeled TCR probe fluorescence, biochemical; 360,000 tested, 0.37% active; AID 651800; in the data active means inhibition above about 19%;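 further: recombinant mutant TCR 2C K166C tagged with TAMRA read by polarization; 0% = receptor in buffer alone and 100% = receptor with positive control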
# PRMT1 inh: inhibitors of human PRMT1 | Q99873 | recombinant PRMT1, activity-based probe fluorescence polarization | inhibition, % at 2.79 µM | 370,000 tested, 1.3% active;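 active means inhibition above about 21% made by adding two undisclosed values, limit read from the data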
# SIAE inh: human SIAE inhibition, primary screen | AID 1053197 | Q9HAT2 | inhibition, % at 9.66 µM | 370,000 tested, 0.69% active | SIAE FP-Rh probe binding, fluorescence polarization;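 active means inhibition above a cutoff: mean of compounds within the control limits plus 3 SD of those, cut at about 17% in these data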;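 further: 0% = plate median of compound wells and 100% = probe without SIAE protein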
# Target sequence (Q9HAT2 whole entry, looked up): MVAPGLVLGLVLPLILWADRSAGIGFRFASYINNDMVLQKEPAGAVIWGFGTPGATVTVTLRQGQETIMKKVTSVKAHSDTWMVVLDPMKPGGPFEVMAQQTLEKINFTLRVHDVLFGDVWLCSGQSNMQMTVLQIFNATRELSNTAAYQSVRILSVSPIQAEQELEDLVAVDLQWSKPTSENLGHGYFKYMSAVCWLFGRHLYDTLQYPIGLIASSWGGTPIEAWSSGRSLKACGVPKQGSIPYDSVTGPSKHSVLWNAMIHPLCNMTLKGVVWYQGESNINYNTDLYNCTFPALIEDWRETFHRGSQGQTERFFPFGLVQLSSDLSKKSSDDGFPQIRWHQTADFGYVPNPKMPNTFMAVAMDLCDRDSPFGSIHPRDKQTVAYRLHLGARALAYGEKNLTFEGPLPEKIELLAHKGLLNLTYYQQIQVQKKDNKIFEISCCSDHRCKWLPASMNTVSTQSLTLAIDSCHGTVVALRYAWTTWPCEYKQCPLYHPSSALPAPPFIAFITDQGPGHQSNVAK
# MBD2 DNA inh: MBD2-methylated oligo binding inhibition; Q9UBB5; TR-FRET, MBD2 binding to methylated oligonucleotide; inhibition, % at 4.4 µM; 370,000 tested, 0.31% active; in the data active means inhibition above about 13%
# Target sequence (Q9UBB5 whole entry, looked up): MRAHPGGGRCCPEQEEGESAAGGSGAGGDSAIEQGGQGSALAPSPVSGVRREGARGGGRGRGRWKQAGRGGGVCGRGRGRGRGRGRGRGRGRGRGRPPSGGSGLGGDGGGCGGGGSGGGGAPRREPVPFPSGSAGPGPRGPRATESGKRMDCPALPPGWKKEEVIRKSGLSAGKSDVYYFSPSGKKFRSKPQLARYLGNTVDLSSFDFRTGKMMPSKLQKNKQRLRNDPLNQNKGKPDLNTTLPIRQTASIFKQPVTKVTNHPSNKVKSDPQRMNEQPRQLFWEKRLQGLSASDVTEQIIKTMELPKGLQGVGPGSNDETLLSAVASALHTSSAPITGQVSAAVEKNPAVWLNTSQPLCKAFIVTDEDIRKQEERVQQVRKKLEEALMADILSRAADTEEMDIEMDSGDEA
# Starred values were filed as active, the others as inactive; / = no result given.
SMILES,mABHD4 FP,GC-B act,rCAG binder,UHRF1 binding,GC-A act,HTRA1 inh,TCR-CD3 inh,PRMT1 inh,SIAE inh,MBD2 DNA inh
CN(CCc1ccccn1)C(=O)CCC1CCCN(C(=O)c2ccsc2)C1 (centres undefined),2,4,-9,1,-4,-2,-8,-1,-2,2
Cc1ccc(C2=NS(=O)(=O)N(C)C(C(=O)NCc3ccc(F)cc3)=C2)cc1,-9,-4,4,-3,-7,-20,2,-11,-1,7
COc1ccc2[nH]c(C(=O)Nc3ccc4c(c3)OCO4)cc2c1,8,2,3,-1,-2,/,-4,-1,1,1
Cc1cccc(-n2nnnc2SCc2csc(-c3ccccc3)n2)c1,-32,3,1,6,-1,-34,-4,3,-1,9
CC(=O)Nc1ccc(C(=O)COC(=O)CCN2C(=O)C3CC=CCC3C2=O)cc1 (centres undefined),-3,1,11,2,-2,-5,-2,-1,-3,1
COc1cc(OC)c(C(=O)OCC(=O)Nc2cc(C)on2)cc1OC,4,-2,-1,0,2,-4,-8,-2,-3,2
CCCCN(C(=O)COC(=O)c1ccc(C=O)cc1)c1c(N)n(CCC)c(=O)[nH]c1=O,4,-4,0,4,8,-1,-3,4,4,5
O=C(Cn1c(-c2cscn2)nc2ccccc21)Nc1cc(F)ccc1F,-1,5,0,-1,9,-6,2,-1,-8,13
O=C1Nc2ccc(Br)cc2C1(O)c1ccccc1 (centres undefined),0,-4,-1,1,-27,-3,4,0,3,-2
Cc1ccc(S(=O)(=O)NCc2ccccc2)cc1C(=O)N1CCCC(C(F)(F)F)C1 (centres undefined),-2,-2,-6,3,2,-7,-4,4,-7,1
COc1ccccc1CNC(=O)COC(=O)Cn1cnc2c1c(=O)n(C)c(=O)n2C,3,2,4,1,1,4,-8,-3,3,0
O=C(NNS(=O)(=O)c1ccc([N+](=O)[O-])cc1)c1ccc2ccccc2c1O,31*,3,30,-1,1,5,-7,1,19*,-1
Cc1nonc1NC(=O)c1ccccc1Br,-7,1,-1,4,0,10,-12,2,-3,4
O=C(NCc1ccncc1)c1cccc(S(=O)(=O)Nc2ccc(SC(F)F)cc2)c1,-6,-3,19,-1,3,-5,2,64*,-11,3
CNc1cc(-c2cccc(OC)c2F)nc2ccnn12,-2,7,1,1,10,/,0,-6,-2,-2
COc1cccc(N2CCN(C(=O)c3ccc(=O)oc3)CC2C)c1 (centres undefined),-2,0,14,6,-1,3,0,4,0,7
COc1ccc(CNC(=O)CN2C(=O)C3C4C=CC(C4)C3C2=O)cc1 (centres undefined),2,-1,-2,1,2,4,-3,-1,1,0
Cc1ccc(S(=O)(=O)N2CC[C@@]3(Cc4ccccc4)Cc4ccccc4C[C@@H]23)cc1,-10,-8,/,1,-7,/,/,-1,-4,2
COc1ccc(C(=O)NCC2OCCc3ccccc32)cc1OC (centres undefined),-4,-1,-5,0,0,-3,-1,-2,1,1
CCOC(=O)c1sc2nc(C)nc(SCC(=O)N(CC)C3CCS(=O)(=O)C3)c2c1C (centres undefined),-2,-1,2,-2,4,0,2,0,-15,-2
COC(=O)[C@]12C[C@H](CC(=O)N3CCSCC3)C(=O)N(Cc3ccc(Cl)cc3Cl)C1=C[C@H](C1CCCC1)O[C@@H]2C,-4,-16,6,-1,-25,/,/,0,0,0
CC1(C)NC(=O)N(CC(O)COc2ccc(-c3ccc(C#N)cc3)cc2)C1=O (centres undefined),-2,6,0,-2,12,-1,-1,-2,1,-1
CC(=O)C1C(c2ccc([N+](=O)[O-])cc2)C2C(C)=NN=C2CC1(C)O (centres undefined),7,-1,-2,-1,-4,-1,4,3,-1,-5
Cc1cc(C)c2cc(C#N)c(NCCNC(=O)c3cccnc3)nc2c1,0,0,2,0,-2,/,3,3,1,2
COC(=O)[C@]1(Cc2ccccc2)N[C@H](CN(C)C(=O)Nc2ccc(OC)cc2)[C@@H]2C(=O)N(C)C(=O)[C@@H]21,2,1,0,-1,1,7,0,-2,3,3
O=C(CN1C(=O)c2ccccc2S1(=O)=O)Nc1ccc(S(=O)(=O)N2CCCC2)cc1,-5,4,11,7,-4,-2,-9,8,-4,4
O=C(NCc1ccccn1)C(=O)Nc1nc(C23CC4CC(CC(C4)C2)C3)cs1,3,2,0,3,0,1,2,-4,4,3
O=C(Nc1nc(=S)ss1)c1c(F)cccc1F,5,4,3,-4,0,-1,3,0,3,-4
COc1cccc(-n2c(SC3CCOC3=O)nc3ccccc3c2=O)c1 (centres undefined),3,0,0,6,6,2,-5,-2,0,3
CCN(c1cccc(C)c1)S(=O)(=O)c1cc(CN2C(=O)c3cccnc3C2=O)ccc1OC,7,0,-2,3,0,2,13,-1,-1,-1
COCCNC(=O)/C(C#N)=C/c1cn(CC(=O)NCc2ccco2)c2ccccc12,-6,-4,8,1,-11,-4,-4,3,-12,-3
COc1ccc(NC(=O)C(=O)NCCN2CCN(C(=O)c3cccs3)CC2)cc1,13,2,-10,-2,0,7,-7,3,10,4
O=C(NCc1ccccn1)c1ccc(COc2ccc(Cl)cc2)o1,1,7,0,0,8,2,-5,0,-8,4
CS(=O)(=O)Nc1ccccc1C(=O)NCCSc1ccc(Cl)cc1,-9,2,9,4,-2,-7,5,-2,-2,4
COC(=O)[C@H](Cc1ccccc1)NC(=O)C1CCN(C(=O)[C@H](C)NS(=O)(=O)c2ccc(C)cc2)CC1,-2,7,-5,1,0,5,-6,3,1,1
CCOC(=O)C1(CCc2ccccc2)CCN(Cc2cnc(N(C)C)s2)CC1,-1,7,-10,2,1,6,-2,4,4,-2
COc1cc(NC(=O)Nc2nc(C(N)CCc3ccccc3)cs2)cc(OC)c1OC (centres undefined),16,0,35*,0,-4,/,-12,-4,33*,-1
O=C(OCCCC(=O)N1CCOCC1)c1ccccc1,2,-1,-4,1,5,6,-10,-2,-7,5
CCCC(=O)N1CCCC1(C)C(=O)Nc1ccc(-n2cccc2)cc1 (centres undefined),3,4,0,3,2,/,-8,4,4,4
COCCNC(=O)[C@H](CSCc1ccccc1)N1Cc2ccccc2C1=O,6,-1,-3,1,3,5,5,-1,2,-6

# Reprinted at random: 2 compounds from above.
SMILES,mABHD4 FP,GC-B act,rCAG binder,UHRF1 binding,GC-A act,HTRA1 inh,TCR-CD3 inh,PRMT1 inh,SIAE inh,MBD2 DNA inh
CCCC(=O)N1CCCC1(C)C(=O)Nc1ccc(-n2cccc2)cc1 (centres undefined),3,4,0,3,2,/,-8,4,4,4
O=C(OCCCC(=O)N1CCOCC1)c1ccccc1,2,-1,-4,1,5,6,-10,-2,-7,5

# (cont.)
SMILES,mABHD4 FP,GC-B act,rCAG binder,UHRF1 binding,GC-A act,HTRA1 inh,TCR-CD3 inh,PRMT1 inh,SIAE inh,MBD2 DNA inh
CC(OC(=O)/C=C/c1cccc(F)c1)C(=O)NC1CCCCC1C (centres undefined),3,1,-3,-3,-2,1,3,-4,-10,3
S=C(N=Nc1ccccc1)NNc1ccccc1,22,2,4,1,2,43*,3,4,3,-2
COc1ccc(CCNC(=O)CCNC(=O)c2ccccc2Cl)cc1,4,3,-1,0,0,-5,3,2,0,-6
O=C(Cn1cnc2c(OCc3ccccc3)ncnc21)N[C@H](CO)Cc1cc2ccccc2[nH]1,6,-3,0,-3,0,1,1,3,6,-1
CN(Cc1ccccc1)c1cc(Cl)nc(N)n1,4,0,-1,1,5,-3,1,-2,-4,1
COc1cccc(C(=O)NC(=S)Nc2ccc([N+](=O)[O-])cc2C)c1,0,-4,1,-1,3,4,-3,-6,10,-2
COc1ccc(/C=C(/NC(=O)c2ccc(OC)cc2)C(=O)NCCc2c[nH]c3ccccc23)cc1,-3,4,9,-1,-4,-3,-12,1,15,7
COc1ccc(C(CNC(=O)c2cccc(S(=O)(=O)N3CCOCC3)c2)N2CCOCC2)cc1 (centres undefined),1,0,-1,-1,2,5,3,-3,0,-4
COc1cc2c(c(OC)c1OC)-c1c(cc3c(c1OC)OCO3)C1OC2[C@@H](C)[C@H]1C (some centres undefined),9,-10,-8,2,-6,-5,13,0,-1,-1
COc1ccc(Cl)c2c1[nH]c1nc(SCc3ccccn3)nnc12,-14,21,23,-1,26,-38,9,2,-16,-3
CNC(=O)COc1ccc(Cl)c2cccnc12,5,-2,-5,-3,1,-1,3,-4,4,-4
CCOC(=O)Cn1cc(C#N)c(=O)[nH]c1=O,4,0,2,4,-3,2,1,1,1,-1
Cc1nn(Cc2ccccc2Cl)c(C)c1NC(=O)CCCn1nc(C)c([N+](=O)[O-])c1C,5,3,-5,4,1,1,-3,1,2,0
CC1CCN(C(=O)CN2C(=O)c3cccc4cccc(c34)C2=O)CC1,1,-1,-2,-1,6,6,2,6,-2,-4

# Of the compounds above, 7 contain fluorine.
SMILES,mABHD4 FP,GC-B act,rCAG binder,UHRF1 binding,GC-A act,HTRA1 inh,TCR-CD3 inh,PRMT1 inh,SIAE inh,MBD2 DNA inh
Cc1ccc(C2=NS(=O)(=O)N(C)C(C(=O)NCc3ccc(F)cc3)=C2)cc1,-9,-4,4,-3,-7,-20,2,-11,-1,7
O=C(Cn1c(-c2cscn2)nc2ccccc21)Nc1cc(F)ccc1F,-1,5,0,-1,9,-6,2,-1,-8,13
Cc1ccc(S(=O)(=O)NCc2ccccc2)cc1C(=O)N1CCCC(C(F)(F)F)C1 (centres undefined),-2,-2,-6,3,2,-7,-4,4,-7,1
O=C(NCc1ccncc1)c1cccc(S(=O)(=O)Nc2ccc(SC(F)F)cc2)c1,-6,-3,19,-1,3,-5,2,64*,-11,3
CNc1cc(-c2cccc(OC)c2F)nc2ccnn12,-2,7,1,1,10,/,0,-6,-2,-2
O=C(Nc1nc(=S)ss1)c1c(F)cccc1F,5,4,3,-4,0,-1,3,0,3,-4
CC(OC(=O)/C=C/c1cccc(F)c1)C(=O)NC1CCCCC1C (centres undefined),3,1,-3,-3,-2,1,3,-4,-10,3

# Screening data: PubChem, several laboratories

# Not all compounds are listed. The share of hits here may be higher or lower than overall.
